Compound activity as filed in PubChem BioAssay.
USP8 block: inhibitors of human USP8 deubiquitinase; Ubiquitin carboxyl-terminal hydrolase 8 (Homo sapiens), P40818; purified USP8, Ub-rhodamine cleavage fluorescence, 30 min; inhibition, % at 20 µM; actives 4.2% (n = 47,000)
USP10 inh: inhibitors of human USP10 deubiquitinase. Ubiquitin carboxyl-terminal hydrolase 10 (Homo sapiens), Q14694. purified USP10, Ub-rhodamine fluorescence, 60 min. inhibition, % at 20 µM. actives 1.1% (n = 47,000)
USP7 inh: inhibitors of human USP7 deubiquitinase | inhibition, % at 20 µM | purified USP7, Ub-rhodamine cleavage fluorescence | actives 0.3% (n = 47,000)
Target sequence (Q93009 whole entry, looked up): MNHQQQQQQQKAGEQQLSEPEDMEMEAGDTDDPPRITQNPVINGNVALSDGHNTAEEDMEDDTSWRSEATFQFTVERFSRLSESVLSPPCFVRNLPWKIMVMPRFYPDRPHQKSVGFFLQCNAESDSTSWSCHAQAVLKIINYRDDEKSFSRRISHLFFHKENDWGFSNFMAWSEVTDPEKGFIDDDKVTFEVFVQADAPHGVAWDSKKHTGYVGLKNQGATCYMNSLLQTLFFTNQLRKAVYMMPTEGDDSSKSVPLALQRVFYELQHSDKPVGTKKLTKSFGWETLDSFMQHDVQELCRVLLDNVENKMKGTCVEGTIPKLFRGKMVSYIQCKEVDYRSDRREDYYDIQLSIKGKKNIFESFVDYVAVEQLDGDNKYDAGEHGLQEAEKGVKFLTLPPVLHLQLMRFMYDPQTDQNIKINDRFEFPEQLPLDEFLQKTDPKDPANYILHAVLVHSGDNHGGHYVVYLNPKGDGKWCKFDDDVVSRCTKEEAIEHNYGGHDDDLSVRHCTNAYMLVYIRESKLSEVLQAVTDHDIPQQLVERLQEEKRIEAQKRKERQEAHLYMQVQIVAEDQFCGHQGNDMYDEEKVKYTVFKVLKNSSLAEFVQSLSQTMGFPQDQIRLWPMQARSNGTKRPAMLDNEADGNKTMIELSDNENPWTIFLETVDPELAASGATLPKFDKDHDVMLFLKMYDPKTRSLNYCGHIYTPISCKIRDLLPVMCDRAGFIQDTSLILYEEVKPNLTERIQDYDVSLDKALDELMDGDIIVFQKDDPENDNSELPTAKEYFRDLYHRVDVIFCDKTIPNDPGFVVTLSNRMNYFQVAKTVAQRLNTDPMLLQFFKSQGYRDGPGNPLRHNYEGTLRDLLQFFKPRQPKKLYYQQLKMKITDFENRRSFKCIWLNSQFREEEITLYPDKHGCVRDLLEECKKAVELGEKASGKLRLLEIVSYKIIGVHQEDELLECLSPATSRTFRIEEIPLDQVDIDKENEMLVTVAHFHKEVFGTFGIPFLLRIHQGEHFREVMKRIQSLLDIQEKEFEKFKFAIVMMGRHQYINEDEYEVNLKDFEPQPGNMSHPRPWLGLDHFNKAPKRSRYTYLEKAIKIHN
OTUD3 block: inhibitors of human OTUD3 deubiquitinase; OTU domain-containing protein 3 (Homo sapiens), Q5T2D3; purified OTUD3, Ub-rhodamine fluorescence, 2 h; inhibition, % at 25 µM; actives 0.7% (n = 47,000)
USP17 inh: inhibitors of human USP17 deubiquitinase; Ubiquitin carboxyl-terminal hydrolase 17-like protein 5 (Homo sapiens), A8MUK1; purified USP17, Ub-rhodamine cleavage fluorescence, 3 h; inhibition, % at 50 µM; actives 6.5% (n = 47,000); AID 1645855, 2021
USP30 inh: inhibitors of human USP30 deubiquitinase; Ubiquitin carboxyl-terminal hydrolase 30 (Homo sapiens), Q70CQ3; purified USP30, Ub-rhodamine cleavage fluorescence; inhibition, % at 25 µM; actives 5.3% (n = 47,000); AID 1645860, 2021
USP28 block: inhibitors of human USP28 deubiquitinase; Ubiquitin carboxyl-terminal hydrolase 28 (Homo sapiens), Q96RU2; purified USP28, Ub-rhodamine cleavage fluorescence, 30 min; inhibition, % at 25 µM; actives 3% (n = 47,000); AID 1645857, 2021
UCHL1 inh: inhibitors of human UCHL1 deubiquitinase; Ubiquitin carboxyl-terminal hydrolase isozyme L1 (Homo sapiens), P09936; purified UCHL1, Ub-rhodamine cleavage fluorescence; inhibition, % at 20 µM; actives 0.2% (n = 47,000); AID 1645859, 2021
* = called active by the depositor; . = not tested or not shown. Rule as the data show it: active = inhibition above about 30%; inactive = the rest.

The opening 2 compounds, ahead of the listing:
(1) Cc1ccccc1NC(=O)c1c(C)sc2c(=O)n(C(C)C)cnc12
(2) CC1CCC(N2C(=O)c3cc4occc4n3CC2(C)C(=O)NC2CCCCC2)CC1 (stereo not drawn)

Assay by compound,1,2
USP8 block,-2.8,21.3
USP10 inh,-3.1,4.5
USP7 inh,-2.9,-0.6
OTUD3 block,-10.0,13.3
USP17 inh,31.9*,11.4
USP30 inh,-19.9,8.0
USP28 block,-8.4,7.5
UCHL1 inh,0.0,0.6

All compounds of this part, from the first entry:
(1) Cc1ccccc1NC(=O)c1c(C)sc2c(=O)n(C(C)C)cnc12
(2) CC1CCC(N2C(=O)c3cc4occc4n3CC2(C)C(=O)NC2CCCCC2)CC1 (stereo not drawn)
(3) COc1cc(=O)n2c(c1C(=O)NCc1ccccc1F)CCCC2
(4) O=C(CN1CCN(c2nccn2-c2ccccc2F)CC1)Nc1ccccc1
(5) COc1ccc(C(=O)Nc2ccccc2C(=O)NC(Cc2ccc(O)cc2)C(=O)NNC(=O)c2ccccc2Cl)cc1 (stereo not drawn)
(6) COc1cccc(NC(=O)Cn2c(-n3nc(C)cc3C)nc3c(c2=O)CCC3)c1

Assay by compound,1,2,3,4,5,6
USP8 block,-2.8,21.3,-3.3,-6.8,59.2*,-2.7
USP10 inh,-3.1,4.5,0.2,-2.0,61.7*,0.1
USP7 inh,-2.9,-0.6,-0.7,-6.2,12.1,-0.1
OTUD3 block,-10.0,13.3,-0.3,-11.3,74.9*,5.5
USP17 inh,31.9*,11.4,3.1,-19.1,81.8*,5.1
USP30 inh,-19.9,8.0,0.1,-29.8,69.4*,14.4
USP28 block,-8.4,7.5,-7.5,-9.6,74.7*,2.5
UCHL1 inh,0.0,0.6,-1.9,-2.8,3.4,5.5

(7) CCn1cnc2c(-c3ccccc3)cn(CC(=O)N3CCCc4ccccc43)c2c1=O
(8) C[C@@H]1C(=O)N2CCN(S(=O)(=O)c3ccccc3Cl)C[C@H]2C(=O)N1C
(9) O=C(Cn1ccc2ccc(Cl)cc21)NCc1cccnc1
(10) CCc1cc(=O)oc2cc(C)cc(OC(C)C(=O)N3CC[C@@]4(O)CCCC[C@H]4C3)c12 (stereo partly drawn)
(11) Cc1cc2n(n1)C(c1ccccc1F)Nc1c(C)cccc1-2 (stereo not drawn)
(12) CC1CCN(S(=O)(=O)N2CCCC(C(=O)Nc3ccccc3F)C2)CC1 (stereo not drawn)

Assay by compound,7,8,9,10,11,12
USP8 block,-4.8,-7.7,-21.8,-0.5,4.2,3.5
USP10 inh,-3.6,0.7,-1.2,4.1,2.2,-5.8
USP7 inh,-2.7,1.5,-1.2,-25.7,-8.4,-3.5
OTUD3 block,-9.2,14.2,3.5,1.4,-5.7,-10.0
USP17 inh,-7.6,10.4,-4.6,3.0,3.0,-6.9
USP30 inh,-22.1,21.7,0.1,-0.2,-1.5,-32.9
USP28 block,-6.4,13.6,4.8,0.0,-4.0,-10.2
UCHL1 inh,-0.7,1.8,-3.5,0.3,-0.3,-3.8

(13) Cc1ccc2c(c1)[C@]1(C(=O)N2)N2CCC[C@H]2[C@@H](C(=O)c2ccc3c(c2)OCO3)[C@]12C(=O)Nc1ccccc12
(14) COc1ccc(S(=O)(=O)Nc2cc(-c3ccncc3)no2)cc1Cl
(15) O=C(NCc1ccc(-c2nc3cnccc3o2)cc1)c1ccccc1F
(16) Cc1noc(C2CN(C(=O)c3ccc(C)o3)Cc3ccnn3C2)n1 (stereo not drawn)
(17) C[C@@H]1C(=O)N2CCN(S(=O)(=O)c3ccc(Cl)cc3)C[C@H]2C(=O)N1C
(18) CC(C)N1CCN(c2ccc3ccc(C(=O)N4CCCN(C)CC4)cn23)CC1

Assay by compound,13,14,15,16,17,18
USP8 block,0.7,-68.9,-3.1,-18.5,1.8,-17.7
USP10 inh,8.5,-6.0,-0.5,-4.9,2.1,-4.3
USP7 inh,-3.6,-2.4,0.6,-0.2,4.2,-12.6
OTUD3 block,-4.8,-11.1,8.2,-1.8,2.2,-108.4
USP17 inh,4.8,-48.1,67.7*,-8.6,10.9,-127.6
USP30 inh,-17.8,-54.4,13.1,-9.0,.,-420.7
USP28 block,-4.3,-15.7,19.5,-3.0,.,-139.6
UCHL1 inh,9.4,-5.0,0.7,0.4,3.9,-23.6

(19) Cn1c(=O)c2c(nc(CN3CCOCC3)n2Cc2cccc(Cl)c2)n(C)c1=O
(20) O=C(Nc1nc(-c2ccccc2)c(-c2ccccc2)s1)C1CCCO1 (stereo not drawn)
(21) O=C(Nc1ccc(-c2nccs2)cc1)c1ccc(F)cc1Cl
(22) O=C(COc1ccc(S(=O)(=O)N2CCOCC2)cc1)N1CCC(Cc2ccccc2)CC1
(23) CN1C(=O)OC[C@@H]2CCN(C(=O)NCCc3c[nH]c4ccccc34)C[C@H]21
(24) O=C(COc1cccc(N2CCCC2=O)c1)NCc1ccc2c(c1)OCO2

Assay by compound,19,20,21,22,23,24
USP8 block,4.7,7.6,-8.9,-31.6,6.4,7.2
USP10 inh,0.0,5.7,-1.0,2.0,-1.7,7.2
USP7 inh,-2.1,8.8,3.3,8.2,0.0,12.1
OTUD3 block,-4.6,6.4,-4.1,3.6,0.0,1.6
USP17 inh,-1.3,8.7,21.6,3.5,6.7,4.2
USP30 inh,-0.1,12.6,-17.4,20.8,-137.2,3.7
USP28 block,-4.6,24.0,3.2,56.7*,0.6,6.6
UCHL1 inh,-2.1,9.4,0.4,6.2,-2.9,2.4

(25) CCOc1cc2[nH]c(=O)n(CCCC(=O)NCc3ccco3)c(=O)c2cc1OCC
(26) CCOC(=O)c1cc2c(ccn2C)n1CC(=O)N(Cc1ccccc1)c1ccc(F)cc1
(27) Cc1ccc(Nc2cc(C(=O)NC3CCC(C)CC3)c3ccccc3n2)cc1C (stereo not drawn)
(28) COc1ccccc1-c1nnc(NC(=O)Cc2ccc(SC)cc2)o1
(29) COc1ccc(NC(=O)C2CCN(C(=O)C3CC(=O)N(c4ccc(C)cc4)C3)CC2)cc1 (stereo not drawn)
(30) Cn1cccc1C(=O)N1CCC(n2c(C(F)(F)F)nc3ccccc32)CC1

Assay by compound,25,26,27,28,29,30
USP8 block,8.2,38.7*,6.3,-165.3,17.0,22.1
USP10 inh,5.5,-16.4,8.4,5.2,0.0,1.6
USP7 inh,2.7,-13.7,12.4,3.6,3.2,0.9
OTUD3 block,4.6,-58.2,1.0,2.7,8.7,17.8
USP17 inh,33.3*,23.9,-10.9,1.8,6.4,13.9
USP30 inh,-81.9,-218.3,0.1,0.4,11.1,13.1
USP28 block,-2.8,-34.5,-4.8,7.1,1.3,10.9
UCHL1 inh,-0.6,-7.4,-2.7,2.1,1.7,2.8

(31) O=C(c1ccccn1)N1CC[C@@H]2CN(CCc3ccccc3)S(=O)(=O)[C@@H]2CC1
(32) CC(=O)O[C@@H](C/C=C(\C)C(=O)O)[C@@H](C)[C@H]1C[C@H](OC(C)=O)[C@@]2(C)C3=CC[C@H]4C(C)(C)[C@H](OC(C)=O)CC[C@]4(C)C3=CC[C@]12C
(33) CN1CCc2c(sc3nc(SCC(=O)Nc4nccs4)nc(N)c23)C1
(34) CCN1CCN(C(=O)c2cn3ccnc(-c4ccc(OC)cc4)c3n2)CC1
(35) O=S(=O)(NC1CCc2ccccc21)c1ccc(-n2cnnn2)cc1 (stereo not drawn)
(36) CCOC(=O)c1ccc2nc(CCC(=O)NC3CCC(C)CC3)c(=O)n(CC)c2c1 (stereo not drawn)

Assay by compound,31,32,33,34,35,36
USP8 block,-0.1,92.2*,-27.1,-0.2,10.8,20.0
USP10 inh,3.9,95.2*,-5.1,-1.7,6.5,-7.6
USP7 inh,4.0,92.7*,-8.6,3.4,4.1,-2.3
OTUD3 block,14.2,92.1*,-1.6,0.4,6.8,-24.5
USP17 inh,8.3,100.2*,38.5*,-4.4,4.0,-19.1
USP30 inh,22.5,101.1*,.,0.2,39.5*,-137.8
USP28 block,8.3,99.9*,.,0.8,23.5,-40.1
UCHL1 inh,0.9,57.5*,-13.8,0.2,-0.1,-1.5

(37) O=C(C1CC1)N1CCc2cc(-c3csc(NC(=O)C4(c5ccc(Cl)cc5)CCC4)n3)ccc21
(38) Cc1ncc(CN2CCc3nc(-c4ccccn4)[nH]c(=O)c3C2)n1C
(39) O=C(CCCc1ccccc1)Nc1nnc(C2CC(=O)N(c3ccc(Cl)cc3)C2)s1 (stereo not drawn)
(40) Cn1c(C2CCN(C(=O)c3ccc(Cl)cc3)C2)nc2ccncc21 (stereo not drawn)
(41) Cc1c(C)n(-c2cccnc2)c2ncn3nc(-c4ccccn4)nc3c12
(42) CN1CC(=O)N(C2CCNCC2)Cc2c1ncnc2N1CCCCC1

Assay by compound,37,38,39,40,41,42
USP8 block,-9.7,-308.7,0.1,0.8,-3.7,-6.7
USP10 inh,-7.2,-3.7,4.1,-0.1,2.6,-0.7
USP7 inh,3.1,0.0,3.9,1.3,2.8,-0.8
OTUD3 block,1.5,-3.7,11.1,-0.1,13.6,0.8
USP17 inh,3.3,-68.0,1.0,5.6,14.6,-17.8
USP30 inh,-14.8,-51.4,7.8,1.0,18.3,-26.9
USP28 block,1.9,-18.5,3.0,2.2,13.0,-4.8
UCHL1 inh,-0.5,-4.0,0.2,0.5,2.2,-2.3

(43) Cc1ccc(-c2nc3c(c(=O)c4ccccc4n3C)c(=O)n2C2CCCCC2)cc1
(44) CNc1cc(C2CN(C(=O)c3cscn3)CCO2)nc(C)n1 (stereo not drawn)
(45) O=C(O)c1cccc(S(=O)(=O)Nc2ccccc2-c2ccccc2)c1
(46) C[C@H]1CN(C(=O)NCc2cccc(F)c2)C[C@@H]1c1nc(-c2cccnc2)no1
(47) CC(C)OC(=O)c1cc2c(ccn2C)n1CC(=O)NC1CCCCC1
(48) CN(C)CCN1C(=O)c2cc3occc3n2CC1(C)C(=O)NC1CCCCCC1 (stereo not drawn)

Assay by compound,43,44,45,46,47,48
USP8 block,18.2,6.2,-184.9,-189.5,16.5,5.8
USP10 inh,5.7,2.3,0.5,-1.1,-4.0,-0.2
USP7 inh,4.8,5.7,0.1,-3.2,-42.8,-181.8
OTUD3 block,-47.3,16.5,-29.9,-1.4,-103.7,0.1
USP17 inh,-25.7,19.0,-7.7,-34.0,-77.3,-16.8
USP30 inh,-145.4,13.7,1.2,-1.8,-455.5,-12.1
USP28 block,-31.4,5.6,0.2,-4.1,-106.3,0.2
UCHL1 inh,-1.0,1.6,0.1,-2.1,-28.5,-1.5

(49) CC(=O)N[C@@H](CSC1=C2NC(=O)\C(C)=C/C=C\C=C\[C@@H](C)[C@@H](O)CC(=O)/C(C)=C/C[C@H](O)/C=C/[C@H](C)[C@@H](O)[C@H](C)/C=C(\C)C(=O)c3c(O)c(C)cc(c3C1=O)C2=O)C(=O)O
(50) O=C(CSc1ncnc2c1nnn2Cc1ccccc1F)NCc1ccc2c(c1)OCO2
(51) COc1ccc(S(=O)(=O)N2CCC(CN3CCCCC3)CC2)cc1OC
(52) Cc1nc(-c2cccc(C(=O)O)c2)cc(C2CCN(S(C)(=O)=O)CC2)n1
(53) COCCn1c(SC)nc2ccccc2c1=O
(54) CCc1nnc(-c2ccc(=O)n(CC(=O)Nc3ccc(F)cc3)c2)o1

Assay by compound,49,50,51,52,53,54
USP8 block,-313.0,-28.6,-4.2,-3.1,18.1,6.2
USP10 inh,-7.7,5.9,-3.1,0.1,0.8,0.5
USP7 inh,-133.0,-5.1,-3.4,6.5,5.3,0.2
OTUD3 block,-114.1,8.8,-16.5,9.2,9.2,7.0
USP17 inh,-56.3,7.3,-18.0,0.3,18.5,-0.8
USP30 inh,-401.3,21.2,1.5,13.2,20.4,9.9
USP28 block,-58.3,9.5,-10.8,-0.4,18.5,1.9
UCHL1 inh,-61.9,0.8,-1.4,2.5,1.5,-1.1
